Compound activity as filed in PubChem.
HRas wt GTP: modulators of GTP binding to HRas wildtype, primary screen, biochemical, bead-based flow cytometry, multiplex | GTP binding activity, % at 10 µM | 0.14% of 190,000 active | GST-Ras wt beads, Bodipy-FL-GTP binding; actives lie on both sides | GTPase HRas (Homo sapiens), P01112 | AID 759, 2007;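 active = GTP binding activity at least 20% away from the 100% baseline, either lowered as inhibitor or raised as activator; inconclusive = flagged as likely green fluorescent, judged across all proteins in the well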;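 note: 0% = unlabeled GTP competition control and 100% = no-compound control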
Target sequence (P01112 whole entry, looked up): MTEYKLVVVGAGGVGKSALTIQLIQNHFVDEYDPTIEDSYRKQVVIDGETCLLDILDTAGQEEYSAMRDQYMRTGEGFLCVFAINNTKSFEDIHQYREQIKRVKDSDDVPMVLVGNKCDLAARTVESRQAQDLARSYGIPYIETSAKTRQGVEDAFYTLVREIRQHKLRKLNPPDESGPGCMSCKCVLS
Cdc42 wt: modulators of GTP binding to wildtype Cdc42, primary screen, biochemical, multiplex bead flow cytometry, Bodipy-GTP. Cell division control protein 42 homolog (Homo sapiens), P60953. GST-Cdc42 beads; actives lie on both sides. percent activity (GTP binding), % at 10 µM. 0.2% of 190,000 active;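 active = percent activity GTP binding at least 20 points away from the 100% baseline, either down as inhibitor or up as activator; inconclusive = compound flagged as likely green fluorescent from well-wide comparison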;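 note: median bead fluorescence of bound Bodipy-FL-GTP at 100 nM; 0% = excess unlabeled GTP control and 100% = no compound control; below 100% means less GTP binding so inhibitor and above means activator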
Target sequence (P60953 whole entry, looked up): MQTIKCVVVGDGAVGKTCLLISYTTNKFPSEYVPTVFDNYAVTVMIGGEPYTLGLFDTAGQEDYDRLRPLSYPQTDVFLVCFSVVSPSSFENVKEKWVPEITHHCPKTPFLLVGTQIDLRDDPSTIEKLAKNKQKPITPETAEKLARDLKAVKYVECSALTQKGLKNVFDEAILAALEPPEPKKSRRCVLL
Mcl1 Noxa PPI: Mcl-1/Noxa binding inhibitors, primary screen, biochemical, TR-FRET, 1536-well | inhibition, % at 21.7 µM | AID 1022, 2008 | TR-FRET Mcl-1/Noxa peptide binding, 2 h | 1.5% of 220,000 active;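 active = compounds that cut the protein-peptide binding signal by more than 50% relative to plate controls in a single-dose test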;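 note: His-tagged Mcl-1 with rhodamine Noxa BH3 peptide and terbium anti-His antibody; 0% = Mcl-1 plus Noxa peptide wells and 100% = peptide-only wells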
Rac1 act GTP bind: GTP binding modulators of activated mutant Rac1, primary screen, biochemical, bead-based flow cytometry, multiplex, fluorescent GTP; percent activity (GTP binding), % at 10 µM; Ras-related C3 botulinum toxin substrate 1 (Homo sapiens), P63000; GST-Rac1 activated beads; actives lie on both sides; 100% means binding = to untreated wells; 0.11% of 190,000 active;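 active = GTP binding at least 20 percentage points away from the 100% baseline, in either direction, so actives lie on both sides; inconclusive = Compound likely fluorescent itself, or too few beads counted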
ABCG2 block: ABCG2 efflux pump inhibitors, primary screen, multiplex with ABCB1, IgMXP3 cells, flow cytometry | JC-1 efflux | Broad substrate specificity ATP-binding cassette transporter ABCG2 (Homo sapiens), Q9UNQ0 | inhibition, % at 6.6 µM | 0.1% of 190,000 active;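 active = inhibition above 80%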;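 note: 0% = DMSO and 100% = nicardipine control wells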
Target sequence (Q9UNQ0 whole entry, looked up): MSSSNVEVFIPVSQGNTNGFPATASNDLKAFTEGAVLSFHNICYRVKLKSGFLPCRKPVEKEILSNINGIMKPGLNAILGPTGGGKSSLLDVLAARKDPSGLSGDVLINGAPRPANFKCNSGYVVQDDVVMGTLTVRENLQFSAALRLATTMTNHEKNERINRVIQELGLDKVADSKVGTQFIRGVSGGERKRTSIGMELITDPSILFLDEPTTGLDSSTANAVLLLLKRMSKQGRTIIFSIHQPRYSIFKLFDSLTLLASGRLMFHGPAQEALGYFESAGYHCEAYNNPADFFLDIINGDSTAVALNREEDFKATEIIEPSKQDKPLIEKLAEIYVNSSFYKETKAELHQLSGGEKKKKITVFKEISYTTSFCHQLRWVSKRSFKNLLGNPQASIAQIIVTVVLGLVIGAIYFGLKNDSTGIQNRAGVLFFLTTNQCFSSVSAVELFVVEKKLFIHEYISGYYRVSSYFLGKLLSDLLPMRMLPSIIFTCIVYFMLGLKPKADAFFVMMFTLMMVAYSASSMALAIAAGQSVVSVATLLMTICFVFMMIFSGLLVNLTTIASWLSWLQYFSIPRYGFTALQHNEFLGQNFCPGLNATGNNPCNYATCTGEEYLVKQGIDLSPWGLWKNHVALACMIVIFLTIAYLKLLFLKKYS
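Test system: IgMXP3 (ABCG2) plus far-red-tagged CCRF-Adr (ABCB1) cells / Amount: 3 million cells/mL in well / Reagent: JC-1 transporter substrate / Timing: 10 min compound exposure, 25 °C / Signal: flow cytometry, 530 nm JC-1 signal / Read-out: percent efflux inhibition, scaled nicardipine 100% to DMSO 0% / Benchmarks: nicardipine as high control, DMSO as low control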
Rab2 wt GTP: modulators of GTP binding to Rab2A wildtype, primary screen, biochemical, dog, bead-based flow cytometry, multiplex; Ras-related protein Rab-2A (Canis lupus familiaris), P61105; GST-Rab2 wt beads, Bodipy-GTP binding; GTP binding activity, % at 10 µM; 0.19% of 190,000 active; AID 760, 2007;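 active = GTP binding activity at least 20 points away from 100%, either lowered or raised; inconclusive = signal likely due to the compound's own green fluorescence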;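 note: 0% = beads with excess unlabeled GTP and 100% = no-compound control corrected for plate trend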
Pf gamet viab: late stage P. falciparum gametocyte viability inhibitors, primary screen, ATP luminescence, HTS; P. falciparum stage V gametocytes, 24 h; inhibition, % at 10.9 µM; 0.065% of 150,000 active; AID 743093, 2013;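 active = inhibition above the mean plus 3 SD of compounds within the control limits, set per campaign, cut at about 38% in these data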;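 note: 0% = DMSO wells and 100% = medium only without gametocytes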
Rab7 wt modul: modulators of GTP binding to Rab7, primary screen, biochemical, wildtype, multiplex bead flow cytometry | GTP binding activity (percent of control), % at 10 µM | 0.055% of 190,000 active | GST-Rab7 beads, fluorescent GTP binding; actives lie on both sides; untreated = 100%, excess cold GTP = 0% | AID 758, 2007;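 active = fluorescent GTP binding to Rab7 beads changed by at least 20 points from the 100% baseline, either direction, mostly lower; inconclusive = compound itself probably fluorescent, or too few beads counted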;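 note: median green fluorescence of bound Bodipy-FL-GTP per Rab7 bead population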
ABCB1 block: ABCB1 efflux pump inhibitors, primary screen, cell-based, multiplex, flow cytometry, ABCG2 counter-screen. ATP-dependent translocase ABCB1 (Homo sapiens), P08183. CCRF-Adr cells, JC-1 efflux. inhibition, % at 6.6 µM. 0.067% of 190,000 active; in the data active = inhibition above about 40%;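 note: 0% = vehicle and 100% = reference inhibitor; higher value means more JC-1 retained so stronger ABCB1 efflux block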
Rac1 wt modul: wildtype Rac1 GTP binding modulators, primary screen, biochemical, GST-Rac1 beads, flow cytometry, multiplex; GTP binding activity (% of control), % at 10 µM; 0.27% of 190,000 active; Ras-related C3 botulinum toxin substrate 1 (Homo sapiens), P63000; fluorescent GTP binding; actives lie on both sides; 0 = cold GTP competed, 100 = untreated;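 active = GTP binding activity at least 20 points away from the 100% control level, either lower or higher; inconclusive = compound flagged as likely green fluorescent, judged across all proteins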
Avidin bead fluor: green autofluorescence of compounds with avidin beads – biophysical, 488/530 nm, flow cytometry, artefact control, profiling panel; compound fluorescence 488/530 nm; hits give high values; fluorescence (KMESF) at 10 µM; 0.38% of 220,000 active; AID 1775, 2009; in the data active = fluorescence above about 47; note: inactives centre near 10
Numbers without * were called inactive; ? = inconclusive; . = not tested or not shown.

SMILES	HRas wt GTP	Cdc42 wt	Mcl1 Noxa PPI	Rac1 act GTP bind	ABCG2 block	Rab2 wt GTP	Pf gamet viab	Rab7 wt modul	ABCB1 block	Rac1 wt modul	Avidin bead fluor
Cc1ccc(-c2noc(CN(C(=O)c3cccc(Br)c3)C(C)C)n2)cc1	101	101	-5	98	-3	101	.	101	-3.0	103	8
CCOC(=O)C(C)Oc1c(Br)cc(C2NC(=O)NC(C)=C2C(C)=O)cc1OCC (stereo not given)	103	103	10	101	1	102	.	101	0.4	103	7
CCCn1c(=N)n(CC(O)COc2cccc(C)c2)c2ccccc21 (stereo not given)	?	?	5	?	4	?	-2	?	1.2	?	10
O=C(Cc1ccccc1)N/N=C/c1cc2c(cc1Cl)OCO2	101	107	17	104	12	100	1	100	0.6	109	4
Cc1cc(C)n(CC(=O)Nc2ccccc2)n1	101	101	4	100	0	102	.	101	0.0	103	35
N#C/C(=C\c1ccc(-c2ccc(Br)cc2)o1)C(=O)NCCc1c[nH]c2ccccc12	89	89	3	85	-7	86	13	97	-0.3	87	12
COc1ccc(/C=N/NC(=O)c2cc(-c3ccccc3OC(C)C)nc3ccccc23)cc1CN1CCOCC1	99	98	14	97	4	97	-9	101	9.0	105	12
CN1CCc2c(sc3c2c(=O)n(-c2ccccc2)c2n[nH]c(=S)n32)C1	101	102	28	98	1	100	5	102	0.6	99	34
CC(/C=C/c1ccco1)=N\NC(=O)CNc1cccc(C)c1	96	96	21	92	13	97	12	101	3.2	95	8
Cc1nsc(Nc2ccccc2)c1C#N	95	93	2	93	4	95	.	90	0.0	98	5
C=CCn1cc(/C=N/Nc2nc3ccccc3[nH]2)c2ccccc21	101	104	12	102	4	101	9	100	0.4	105	14
O=C(Nc1nc2ccc(F)cc2s1)C1CCN(S(=O)(=O)c2cc([N+](=O)[O-])ccc2Cl)CC1	98	98	42	98	2	98	-18	99	-0.8	101	12
O=C(Cn1cnc2c(nnn2Cc2ccc(F)cc2)c1=O)N1CCCc2ccccc21	101	101	3	98	3	97	8	99	0.3	104	6
O=C(O)c1ccc(Cl)c(S(=O)(=O)N2CCCCCC2)c1	101	101	2	100	-1	99	-35	101	-0.1	102	24
CCN(CCn1cccn1)C(=O)c1cc(COc2cccc3cccnc23)on1	95	95	6	92	2	96	10	96	0.5	98	7
CC1CN(C(=O)c2ccccc2Nc2ccc(SC(F)F)cc2)CC(C)O1 (stereo not given)	93	94	7	97	1	96	.	97	0.3	100	21
COC(=O)C1CCN(CC(=O)Nc2sc3c(c2C#N)CCC3)CC1	?	?	19	?	1	?	-37	?	0.5	?	37
O=C(NCCOc1ccc(Cl)cc1)C(=O)NCC1CCCO1 (stereo not given)	95	97	9	99	1	95	-4	97	0.4	99	11
COc1ccc(CNC(=O)CC2Sc3ccccc3NC2=O)cc1 (stereo not given)	98	98	8	97	1	98	-4	96	0.1	99	16
CC(=O)N1N=C(c2ccc3nccnc3c2)CC1c1ccccc1 (stereo not given)	?	?	16	?	3	?	.	?	1.4	?	7
O=C(Nc1ccc(Cc2ccncc2)cc1)c1cc([N+](=O)[O-])ccc1N1CCOCC1	100	100	15	98	2	99	-34	105	0.9	99	9
Nc1nnc(SCC(=O)Nc2ccc(S(=O)(=O)N3CCOCC3)cc2)s1	96	98	13	94	-1	95	.	94	-0.4	95	4
Fc1nc(N2CCCC2)c(F)c(Oc2ccccc2Oc2c(F)c(F)nc(N3CCCC3)c2F)c1F	93	92	-1	91	0	93	.	92	-0.1	91	20
CN1CCN(CCNC(=O)c2cc3c(=O)n(C)c4ccccc4c3n2C)CC1	101	101	22	99	0	100	.	103	0.1	101	6
Cn1c(SCC(=O)c2ccc(F)cc2)nnc1-c1cnccn1	102	102	9	99	1	102	-19	103	0.1	98	11
COc1ccc(CC(=O)N2CCN=C2SC)cc1OC	96	101	-10	95	1	92	17	96	0.8	94	9
CC1C(c2ccccc2)N(C)C(c2ccccc2)CC1(O)c1ccc(F)cc1 (stereo not given)	96	97	23	94	3	96	16	104	0.4	95	8
CC1(C)CN(c2cccc(C#N)c2)C1=O	97	96	-7	97	0	96	15	97	0.2	99	10
Cc1cccc(C)c1NC(=O)Cn1cnc2c(=O)n(C)c(=O)n(C)c21	101	102	15	99	6	101	17	99	1.2	100	8
COc1ccc(-c2noc(CCCC(=O)Nc3ccc(C(N)=O)cc3)n2)cc1	96	96	1	96	1	95	2	96	0.2	97	4
COc1ccc(S(=O)(=O)N2C3CCC2CC(NC(=O)C2CC2)C3)cc1 (stereo not given)	104	105	8	98	1	106	2	108	0.4	102	16
COc1ccc(-n2c(-c3cccc(OC)c3)nc(=S)c3c2CCCC3)cc1	96	96	-2	94	-1	96	3	96	-0.4	97	7
COc1cccc(C2c3[nH]c4ccccc4c3CCN2Cc2cccn2-c2ncccn2)c1 (stereo not given)	95	97	1	96	2	93	-22	92	0.7	101	11
O=C(CCCc1ccccc1)c1ccc2c(c1)OCCO2	100	98	5	99	-3	99	.	97	-0.6	104	7
COc1cccc(N2CCN(c3ncnc4c3[nH]c3ccc(F)cc34)CC2C)c1 (stereo not given)	98	96	28	96	7	97	.	98	1.8	98	18
O=C(O)CSc1ncnc2sc(-c3ccccc3)cc12	89	87	-2	89	0	89	.	97	-0.6	89	8
Cc1ccn2c(CNCCn3nc(C)cc3C)c(C(=O)N3CCCCCC3)nc2c1	98	100	7	99	2	99	8	99	0.5	102	7
CCOc1ccc(C(=O)N/N=C(\c2ccccc2)c2ccccn2)cc1	97	99	-72	98	1	98	1	96	0.5	100	2
COc1ccc(CCNC(=O)C(=O)NCc2ccc(Cl)cc2)cc1OC	94	101	-11	95	2	100	4	104	0.1	96	9
Cc1ccc(C(=O)CSc2nnc(CNc3nc(-c4ccccc4)cs3)n2C)cc1	94	96	-5	95	4	93	.	93	1.0	94	33
O=C(Nc1ccc2c(c1)OCCO2)C1CCN(S(=O)(=O)c2cccs2)CC1	97	98	12	97	-2	96	1	100	-2.3	99	7
Cc1cc(NCc2ccccc2)n2ncnc2n1	101	97	-22	96	1	97	-3	104	0.1	99	10
Cc1ccc(C)c(C(=O)NC2CC(C)(C)NC(C)(C)C2)c1	96	98	18	96	0	97	.	94	-2.3	94	16
CCOC(=O)c1c(C)n(OCc2ccccc2)c2ccc3c(no[n+]3[O-])c12	103	106	12	100	9	102	.	102	1.4	106	12
O=C(c1ccccc1)N1CCN(c2ccc([N+](=O)[O-])c(NCc3cccnc3)c2)CC1	99	100	2	101	17	98	-23	99	6.3	107	2
Cc1ccc(C(=O)/C=C/c2ccc3c(c2)OCO3)o1	98	100	-17	97	10	97	.	99	1.1	98	5
CC(C)c1nc(SCC(=O)Nc2ccc3c(c2)OCO3)n[nH]1	102	102	6	98	7	99	.	98	-0.2	103	12
CCn1ccnc1C(O)c1ccc(N(C)C)cc1 (stereo not given)	102	103	4	101	3	102	-16	101	3.1	105	13
Cc1cc(C)c(NC(=O)c2ccc(S(=O)(=O)N(C)C)cc2)c(C)n1	100	95	-3	93	1	96	-13	98	0.3	94	16
O=C(Cn1cnc(Cl)c1Cl)c1ccccc1	99	97	4	95	1	97	-12	102	-0.4	100	13
C=C1C(=O)[C@@]23[C@H](O)C[C@@H]4C(C)(C)CC[C@H](O)[C@@]4(C)[C@@H]2CC[C@@H]1[C@H]3O	100	98	4	97	-1	99	.	101	-0.5	105	10
Cc1nn(-c2ccccc2)c(/N=C/c2ccc(O)cc2)c1-c1ccccc1	102	95	-42	98	35	99	-10	103	0.2	103	14
CNS(=O)(=O)c1cccc(C(=O)Nc2cccnc2)c1	105	104	-9	101	1	105	-13	102	0.2	109	8
CCN(CC)S(=O)(=O)c1ccc2c(c1)nc(CCC(=O)Nc1ccc3c(c1)OCO3)n2C	100	98	21	100	6	98	.	96	0.4	103	8
Cc1ccc(C2c3sc(=O)[nH]c3SC3C(=O)NC(=O)C32)cc1 (stereo not given)	102	101	28	100	2	101	.	101	0.3	105	32
CNC(=O)NC(=O)CSc1nc(-c2cccs2)c(C#N)c(=O)[nH]1	?	?	8	?	-1	?	8	?	-0.1	?	12
CCCN1Cc2cccc(C(=O)Nc3ccc(CN4CCCC4)cc3)c2C1=O	102	104	17	100	6	103	17	101	1.1	108	11
COc1ccccc1Nc1nnc(SCc2cc(=O)n3cc(C)ccc3n2)s1	98	99	34	100	6	99	-3	99	1.6	102	9
CCOC(=O)C1=NOC(CNC(=O)c2c(-c3ccccc3Cl)noc2C)C1 (stereo not given)	98	98	3	96	6	96	4	97	1.6	97	10
N#Cc1cc(N)c(Nc2ccccc2)cc1C#N	102	99	10	100	-5	97	.	101	-4.7	108	9
COc1ccc(/C=N\NC(=O)CNC(=O)C(c2ccccc2)c2ccccc2)cc1[N+](=O)[O-]	101	102	25	101	4	99	-3	95	-0.5	104	12
COC(=O)C(=Cc1ccc(OCc2ccc([N+](=O)[O-])cc2)c(OC)c1)C(=O)OC	94	96	4	93	1	94	.	97	0.5	95	28
CC(=O)C1=C(O)C(=O)N(CCC(=O)O)C1c1ccccc1[N+](=O)[O-] (stereo not given)	101	97	32	96	1	100	-13	111	0.3	100	7
